From PubChem BioAssay
M1 antag: human M1 muscarinic receptor antagonists, primary screen, CHO-K1 cells, Fluo-8 calcium fluorescence, 1536-well. Muscarinic acetylcholine receptor M1 (Homo sapiens), P11229. CHO-K1 hM1, ACh EC80 antagonist. inhibition, % at 3 µM. 1.3% of 360,000 active;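 active = percent inhibition above its own plate's cutoff, namely the mean of that plate's compound wells plus 3 SD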;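 note: peak over basal fluorescence ratio during 140 s after agonist addition; 0% = ACh EC80 plus DMSO and 100% = DMSO alone without agonist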
M4 antag: human M4 muscarinic receptor antagonists, primary screen, CHO cells, Fluo-8 calcium fluorescence | CHO-hM4 cells, ACh EC80 | AID 624125, 2012 | Muscarinic acetylcholine receptor M4 (Homo sapiens), P08173 | inhibition, % at 3 µM | 0.73% of 360,000 active;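 active = inhibition above its plate's cutoff, the mean inhibition of sample wells plus 3 SD, cut at about 27% in these data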;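 note: 0% = acetylcholine EC80 with DMSO and 100% = DMSO without agonist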
Target sequence (P08173 whole entry, looked up): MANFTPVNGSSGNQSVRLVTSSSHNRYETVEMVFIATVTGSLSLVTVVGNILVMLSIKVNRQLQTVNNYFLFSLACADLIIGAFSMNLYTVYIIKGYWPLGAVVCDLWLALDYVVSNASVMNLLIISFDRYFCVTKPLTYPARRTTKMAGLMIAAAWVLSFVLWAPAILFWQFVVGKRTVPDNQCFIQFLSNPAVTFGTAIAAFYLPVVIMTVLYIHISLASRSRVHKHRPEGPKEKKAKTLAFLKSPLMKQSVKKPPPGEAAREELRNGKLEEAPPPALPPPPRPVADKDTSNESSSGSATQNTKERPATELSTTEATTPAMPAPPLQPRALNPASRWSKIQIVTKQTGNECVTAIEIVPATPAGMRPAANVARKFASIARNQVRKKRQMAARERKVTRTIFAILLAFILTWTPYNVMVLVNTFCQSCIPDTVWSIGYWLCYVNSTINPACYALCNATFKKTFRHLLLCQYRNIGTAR
M1 PAM: human M1 muscarinic receptor positive allosteric modulators, primary screen, CHO-K1 cells, Fluo-8 calcium fluorescence, 1536-well; Muscarinic acetylcholine receptor M1 (Homo sapiens), P11229; CHO-K1 hM1, ACh EC20; 0% = ACh EC20, 100% = maximal ACh; activation, % at 3 µM; 0.088% of 360,000 active; AID 588819, 2011; in the data active = activation above about 19%, passing the limit was not always enough
M5 antag: human M5 muscarinic receptor antagonists, primary screen, CHO cells, Fluo-8 calcium fluorescence; Muscarinic acetylcholine receptor M5 (Homo sapiens), P08912; CHO-hM5 cells, ACh EC80; inhibition, % at 3 µM; 0.59% of 360,000 active; AID 624040, 2012;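 active = inhibition above a per-plate cutoff, the mean of that plate's test compounds plus 3 SD, cut at about 27% in these data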;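 note: 0% = acetylcholine EC80 with DMSO and 100% = DMSO without agonist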
Target sequence (P08912 whole entry, looked up): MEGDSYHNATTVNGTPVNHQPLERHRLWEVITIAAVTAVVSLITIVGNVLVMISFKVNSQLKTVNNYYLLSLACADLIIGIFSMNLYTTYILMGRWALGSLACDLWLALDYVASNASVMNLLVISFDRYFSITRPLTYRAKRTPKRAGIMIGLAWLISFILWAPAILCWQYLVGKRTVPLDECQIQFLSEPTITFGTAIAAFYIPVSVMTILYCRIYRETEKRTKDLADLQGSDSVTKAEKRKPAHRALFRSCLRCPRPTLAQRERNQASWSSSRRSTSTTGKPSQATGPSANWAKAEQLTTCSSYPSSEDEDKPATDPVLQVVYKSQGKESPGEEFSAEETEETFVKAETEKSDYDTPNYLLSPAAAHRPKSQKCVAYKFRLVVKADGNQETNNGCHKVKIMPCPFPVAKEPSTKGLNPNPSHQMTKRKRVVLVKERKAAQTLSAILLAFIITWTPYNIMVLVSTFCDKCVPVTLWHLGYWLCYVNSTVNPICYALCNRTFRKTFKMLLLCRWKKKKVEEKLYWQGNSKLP
CHRM5 PAM: human M5 muscarinic receptor positive allosteric modulators, primary screen, CHO-K1 cells, Fluo-8 calcium fluorescence; AID 624038, 2012; 0.3% of 360,000 active; activation, % at 3 µM; Muscarinic acetylcholine receptor M5 (Homo sapiens), P08912; CHO-K1 hM5, ACh EC20 PAM; 0% = ACh EC20, 100% = ACh EC100;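 active = activation above the run cutoff, the mean activation of all test compounds plus 3 SD, cut at about 18% in these data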
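Assay system – human M5 receptor in CHO-K1 cells · Read-out – % activation, ACh-normalized · Technique – Fluo-8 calcium fluorescence · Dosing – single-point, 3 µM nominal · Incubation – Fluo-8 loading 80 min at 37 °C plus 30 min room temperature · Repeats – singlicate, one well per test compound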
CHRM5 agonist: human M5 muscarinic receptor agonists, primary screen, CHO-K1 cells, Fluo-8 calcium fluorescence. Muscarinic acetylcholine receptor M5 (Homo sapiens), P08912. CHO-K1 hM5 cells; 0% DMSO wells, 100% maximal acetylcholine response. activation, % at 3 µM. 0.19% of 360,000 active. AID 624037, 2012;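 active = activation above the run's mean over test compounds plus 3 SD, cut at about 23% in these data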;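 note: signal is peak over basal fluorescence ratio across the kinetic read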
M4 ag: human M4 muscarinic receptor agonists, primary screen, CHO-K1 cells, Fluo-8 calcium fluorescence; Muscarinic acetylcholine receptor M4 (Homo sapiens), P08173; CHO-K1 hM4/Gqi5; vehicle 0%, full acetylcholine response 100%; activation, % at 3 µM; 0.14% of 360,000 active; AID 624127, 2012;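 active = activation above the run mean over all test wells plus 3 SD, cut at about 32% in these data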;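 note: peak over basal fluorescence ratio per well then scaled between controls; 0% = DMSO wells and 100% = acetylcholine at EC100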
CRFR2-BP ag: agonists of CRF-BP/CRF-R2 complex, primary screen, cell-based, HEK293, calcium dye fluorescence, uHTS; calcium dye fluorescence (FLIPR); percent of saturating CRF peptide response; 0.46% of 350,000 active; activation, % at 13.2 µM; CRF-binding protein / CRF receptor 2 complex (human);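 active = activation of at least 50%, plus an integration ratio under a set limit after plate pattern correction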;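 note: plate controls were neutral control wells without compound for no effect and CRF at EC100 for full effect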
CHRM4 PAM: human M4 muscarinic receptor positive allosteric modulators, primary screen, CHO-K1 cells, Fluo-8 calcium fluorescence; CHO-K1 hM4/Gqi5, ACh EC20; 0% = ACh EC20, 100% = maximal ACh; activation, % at 3 µM; Muscarinic acetylcholine receptor M4 (Homo sapiens), P08173; 0.4% of 360,000 active;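 active = activation above its plate's cutoff, the mean activation of sample wells plus 3 SD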; note: some results filed as inactive read as strong as hits
* hit, by the source's call; . = no result given.

SMILES	M1 antag	M4 antag	M1 PAM	M5 antag	CHRM5 PAM	CHRM5 agonist	M4 ag	CRFR2-BP ag	CHRM4 PAM
COc1ccc(CCNC(=O)CSc2nc(O)c(C(C)C)c(=O)[nH]2)cc1OC	-12	-2	9	-1	2	-1	0	-0.6	-2
NNc1nc(-c2ccccc2)nc(-c2ccccc2)c1Br	-1	-10	4	-8	13	6	0	-1.2	-1
COc1cc(NC(=O)NCC2CCN(Cc3ccccc3Cl)CC2)cc(OC)c1OC	17	13	-18	4	-2	-1	0	2.7	-14
O=C(NCCc1csc(-c2cccnc2)n1)c1ccc(Cl)cc1	-8	-15	-2	-4	-7	2	6	-8.1	3
COc1ccccc1NC(=S)NCc1ccc2c(c1)OCO2	5	23	-4	7	-1	-5	0	-2.6	-12
CCN(CC)C(=S)NC(=O)C12CC3CC(CC(C3)C1)C2	-5	1	3	-3	5	1	1	-2.5	0
CN(C)S(=O)(=O)c1cccc(NC(=O)c2sccc2-c2ccccc2)c1	0	-3	1	-1	1	-6	1	0.3	-4
COc1cc(Cl)c(CC(=O)c2c[nH]c3ccccc23)cc1OC	11	4	-9	6	-3	2	1	0.1	-3
Cc1c(C(=O)NC2CCCc3ccccc32)oc2ccc(S(=O)(=O)N3CCOCC3)cc12 (stereo not drawn)	-6	3	9	-6	5	1	1	-0.7	7
CCc1[nH]nc(C(=O)N2CCCC(Nc3cccc(F)c3)C2)c1C (stereo not drawn)	-2	3	14	11	0	-3	3	0.1	3
Cc1cc(N2C(=O)CCC2=O)ccc1NC(=O)c1cccs1	-13	1	3	-7	7	-3	0	0.0	4
C=C1CCN([C@@H](C)C(=O)NCc2cc(OC)c(OC)c(OC)c2)S(=O)(=O)c2ccccc21	4	-5	4	0	11	2	1	-0.1	5
CCc1c(C)nc2ncnn2c1N1CCCC(C(=O)Nc2cc(F)ccc2C)C1 (stereo not drawn)	-22	-6	11	2	-1	-3	0	1.0	-5
CC(=O)N1CCN(c2ccccc2NC(=O)Cc2ccc(Cl)cc2)CC1	-9	-2	5	0	-2	-7	1	-3.3	4
C=C1CCC(C)C(C)(CCC2=CCOC2=O)C/C=C\C=C/1C(=O)O (stereo not drawn)	10	0	0	5	2	-1	0	0.3	3
Cc1ccc(C2=NOC3(CC(=O)N(c4ccc(C)cc4)C3=O)C2)cc1 (stereo not drawn)	-16	-9	13	-7	3	0	1	1.1	0
CC(C)n1c(=S)[nH]c2scc(-c3cccs3)c2c1=O	-2	-2	3	0	4	9	1	0.3	2
C=CCC(C#Cc1ccccc1)N(C)C (stereo not drawn)	-5	-4	6	2	4	-4	0	-1.0	4
Cc1cn(C)c(=O)n(C)c1=O	-11	-12	5	-3	-2	2	1	2.3	9
CCN(CC)CCn1c(NCc2ccccn2)nc2ccccc21	-11	4	7	-7	-6	-1	1	0.9	3
C=C(C(=O)Nc1ccccc1)c1ccc(C)cc1	11	-8	7	3	6	-4	3	-0.7	6
COCCNC(=S)NC1CC2CCCC(C1)N2Cc1cccs1 (stereo not drawn)	8	-2	-8	-2	0	-5	2	-0.9	8
O=C(c1ccc(OCc2cn3ccccc3n2)cc1)N1CCN(S(=O)(=O)c2ccccc2F)CC1	-8	-3	-3	1	-3	-1	16	0.7	-5
CCc1nc2ccc(C(=O)N3CCN(S(=O)(=O)CC)CC3)cn2c1N(C)CCC(C)C	4	-21	-10	-8	2	-4	2	.	-2
COc1ccc2c(=O)c(-c3cnn(-c4ccccc4)c3)c(C)oc2c1	3	1	-2	8	-9	0	7	-1.3	7
CCc1cc(=S)n2c([nH]c3ccccc32)c1C#N	-10	12	7	9	-6	1	2	2.0	2
CCOc1ccc(CN(C)CC(=O)Nc2ccc3c(c2)CCC3)cc1OC	-5	2	7	7	-5	0	2	0.2	5
CCCCN(C)c1c(C)nc2ccc(C(=O)NC3CCN(C)CC3)cn12	-12	-16	4	5	-5	-1	1	.	3
Cn1c(=O)c2cc(NC(=O)CCc3ccc4c(c3)OCO4)ccc2n1Cc1ccc(F)cc1	-5	2	-5	3	-5	1	11	.	-6
O=C(CNC(=O)c1nn(Cc2ccccc2)c(=O)c2ccccc12)Nc1ccc(F)c(F)c1F	-8	-6	3	11	-4	1	0	-1.0	0

Full records, quoted from the list.
Cn1c(=O)c2cc(NC(=O)CCc3ccc4c(c3)OCO4)ccc2n1Cc1ccc(F)cc1 in the list: M1 antag: -5; M4 antag: 2; M1 PAM: -5; M5 antag: 3; CHRM5 PAM: -5; CHRM5 agonist: 1; M4 ag: 11; CRFR2-BP ag: .; CHRM4 PAM: -6
COCCNC(=S)NC1CC2CCCC(C1)N2Cc1cccs1 (stereo not drawn) in the list: M1 antag: 8; M4 antag: -2; M1 PAM: -8; M5 antag: -2; CHRM5 PAM: 0; CHRM5 agonist: -5; M4 ag: 2; CRFR2-BP ag: -0.9; CHRM4 PAM: 8
CCc1cc(=S)n2c([nH]c3ccccc32)c1C#N in the list: M1 antag: -10; M4 antag: 12; M1 PAM: 7; M5 antag: 9; CHRM5 PAM: -6; CHRM5 agonist: 1; M4 ag: 2; CRFR2-BP ag: 2.0; CHRM4 PAM: 2

Following part.
SMILES	M1 antag	M4 antag	M1 PAM	M5 antag	CHRM5 PAM	CHRM5 agonist	M4 ag	CRFR2-BP ag	CHRM4 PAM
CCOC(=O)c1sc(NC(=O)CSC(=S)N2CCOCC2)nc1C	1	12	-4	1	-2	2	0	-1.4	-8
CCOC(=O)c1ccccc1NC(=O)CSc1nc2c(sc(=S)n2CC)c(=O)[nH]1	-14	12	8	2	-1	-3	1	-1.0	-1
Cc1csc(NC(=O)c2cccc(S(=O)(=O)N3CCN(C)CC3)c2)n1	3	10	-6	-12	0	3	2	-0.5	2
Cc1cc(NC(=O)CCN2C(=O)/C(=C/c3ccccc3Cl)SC2=S)no1	-2	0	4	-9	-1	2	1	-1.3	-3
COc1ccc(S(N)(=O)=O)cc1C(=O)NNC(=O)c1cccc(S(=O)(=O)N2CCOCC2)c1	0	-5	2	-1	3	2	1	-1.2	3
O=C(Nc1cccc2ccccc12)OCc1ccccc1	-8	-3	0	-1	7	-6	1	-2.7	0
Cc1ccc(C(OC(=O)c2ccco2)C(=O)NC2CCCC2)cc1 (stereo not drawn)	-8	-10	1	0	2	-4	0	-0.9	0
CC(C)(C)c1ccc(C(=O)N2CCC2(C)C(=O)Nc2cccc3ncccc23)cc1 (stereo not drawn)	-8	-7	4	-3	1	1	7	.	-4
CN(C)S(=O)(=O)c1ccc(NC(=O)N2CCN(c3ccccc3)CC2)cc1	-8	-1	9	-2	2	-5	1	-2.0	2
Cc1noc2ncnc(Sc3c(Cl)cccc3Cl)c12	-1	-4	-4	9	-9	-6	-1	-1.8	-1
CCOc1ccc(N2C(=O)CC(N(CCc3ccc(OC)c(OC)c3)C(=O)/C=C/C(=O)O)C2=O)cc1 (stereo not drawn)	-4	-7	0	1	1	4	1	2.4	-2
Clc1ccc(Cn2cccc2C2=NCCO2)cc1	0	-2	-13	-2	-8	-12	0	0.8	-6
CC1CC1C(=O)N1CCN(S(=O)(=O)c2cccc(F)c2)CC1 (stereo not drawn)	-8	-6	10	-5	6	-3	1	1.3	1
COc1ccc(OCCCC(=O)NNC(=O)CCN2CCN(c3ccccc3)CC2)cc1	5	4	-1	19	-6	0	5	-0.4	0
COCCSc1nnc(NC(=O)COC)s1	2	18	1	0	-3	3	0	0.8	-4
O=C(COc1ccc(S(=O)(=O)Nc2ccccc2)cc1)N1CCOCC1	-16	-7	8	4	3	2	2	-0.9	3
CCC(C)c1ccccc1OCCCCN1CCCC1 (stereo not drawn)	48*	10	-22	6	-18	-6	4	0.0	-30
COc1cccc(C2CCCCN(C)C2=O)c1 (stereo not drawn)	-21	-17	11	-13	9	-1	0	-0.8	-4
C[C@H]1C(=O)N(C)CCN1Cc1cn(C)nc1-c1ccc(Oc2ccccc2)cc1	25	14	-10	25	-26	6	23	-0.4	-19
CSCCC(NS(=O)(=O)/C=C/c1ccccc1)C(=O)O (stereo not drawn)	-10	-16	8	-1	1	0	1	0.3	0
CCn1c(C)nc2cc(C(=O)NNS(=O)(=O)c3ccc(C)cc3C)ccc21	1	6	-1	-2	3	1	1	-2.7	6
CN1CCN(C2=C(Cl)C(=O)c3ccccc3C2=O)CC1	-4	-1	9	16	-5	2	2	-1.1	-1
CCN(C(=O)CSc1ccc2ccccc2n1)C1CCCCC1	-14	-14	5	10	5	-1	3	3.1	5
CC(=O)NC1(C(Cl)(Cl)Cl)Oc2ccccc2O1	-2	-12	2	-1	8	-2	0	0.1	6
O=C(NCc1ccco1)C1CCCN1C(=O)Nc1ccc(Br)cc1 (stereo not drawn)	-14	6	9	3	9	-1	3	-0.5	-1
COc1ccsc1NC(=O)OCc1ccc(Cl)cc1	-16	-5	10	5	1	-4	0	-1.8	1
Cn1c(=O)cc(OCC(=O)NCc2ccccn2)c2ccccc21	-7	12	5	-3	3	0	-1	0.9	-10
COc1ccccc1C1CCN(Cc2ccc(Cl)cc2Cl)CC1	9	-6	-6	1	3	-7	-1	3.1	-2
Cn1c(Sc2nc3ccccc3n2C)nc2ccccc21	-8	8	9	0	4	2	1	-1.3	14
COc1ccc2cc(C(=O)NCc3ccccc3)[nH]c2c1	-1	3	5	2	-5	2	4	-2.8	1
CCC(C)Nc1nc(-c2ccccn2)nc2ccccc12 (stereo not drawn)	2	-18	17	-16	6	-4	9	-5.0	22*
COc1ccccc1C(=O)OCc1c(-c2ccccc2)ncc2ccccc12	-6	-12	13	9	-6	-3	0	-2.5	2
CCOCCn1c(=NC(=O)CSCC(=O)Nc2cc(C)on2)sc2cc(OC)ccc21	-4	-2	5	14	-5	-3	3	0.7	-6
CN(c1cccc(NC(=O)c2ccccc2N(C)S(=O)(=O)c2ccccc2)c1)S(C)(=O)=O	4	-3	6	8	-5	-1	2	0.5	0
O=C(Nc1cc(Cl)ccc1-n1cncn1)c1cc(F)c(F)c(F)c1F	-11	-6	4	4	-1	-2	1	-0.9	9
CCOC(=O)N1CCN(c2c(-c3ccc(C(C)C)cc3)c(=O)c2=O)CC1	6	5	5	9	-9	-1	-2	-0.5	-9
Cc1ccc2nsnc2c1S(=O)(=O)N1CCOCC1	-6	1	-1	5	-8	-3	-1	-0.6	6
O=C(CCN1C(=O)/C(=C/c2ccccc2)SC1=S)Nc1ccccn1	-7	-9	5	-7	3	-1	4	-0.3	4
CCOC(=O)CCN(C(=S)Nc1ccccc1)C1CCCCC1	-11	-1	10	15	-7	-2	1	-3.3	0
